# MIN6 prolif: induces beta-cell replication in MIN6 cells; hit rate 0.29% among 330,000; proliferation, % at 10 µM; AID 2380; MIN6 cells proliferation, ATPlite luminescence, 48 h; cells starved in 0.2% serum; 100% = growth in 10% serum;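 active means compounds whose signal lies at least 3.5 SD above the mean of all wells on their plate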;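 further: 0% = DMSO-treated cells in low-serum medium and 100% = 10% serum control; some compounds called inactive have numbers as strong as hits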
# MPTP inh: permeability transition pore inhibition; hit rate 1.4% among 360,000; inhibition, % at 10 µM; AID 602449; isolated mouse mitochondria, Ca2+ swelling absorbance, 30 min;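 active means inhibition of 50% or more, scaled per plate between neutral and stimulator controls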;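 further: 0% = DMSO wells given calcium and 100% = 1 mM EGTA wells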
# tim10-1 inh: growth inhibitors of tim10-1 mutant yeast; S. cerevisiae tim10-1 ts strain growth, BacTiter-Glo, 24 h; inhibition, % at 20 µM; hit rate 2.2% among 330,000; AID 463190;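 active means inhibition of at least 40%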;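 further: mutant grown at 25 °C; 0% = DMSO wells with yeast and 100% = wells holding no yeast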
# APJ ag: APJ receptor agonism. P35414. CHO-K1 APJ PathHunter beta-arrestin, luminescence; 0% DMSO wells, 100% apelin. activation, % at 20 µM. AID 2520. hit rate 0.11% among 330,000;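 active means activation more than six SD over the plate average, tested at 20 µM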;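 further: 0% = DMSO alone and 100% = apelin-13 at 10 nM; some results filed as inactive read as strong as hits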
# Target sequence (P35414 whole entry, looked up): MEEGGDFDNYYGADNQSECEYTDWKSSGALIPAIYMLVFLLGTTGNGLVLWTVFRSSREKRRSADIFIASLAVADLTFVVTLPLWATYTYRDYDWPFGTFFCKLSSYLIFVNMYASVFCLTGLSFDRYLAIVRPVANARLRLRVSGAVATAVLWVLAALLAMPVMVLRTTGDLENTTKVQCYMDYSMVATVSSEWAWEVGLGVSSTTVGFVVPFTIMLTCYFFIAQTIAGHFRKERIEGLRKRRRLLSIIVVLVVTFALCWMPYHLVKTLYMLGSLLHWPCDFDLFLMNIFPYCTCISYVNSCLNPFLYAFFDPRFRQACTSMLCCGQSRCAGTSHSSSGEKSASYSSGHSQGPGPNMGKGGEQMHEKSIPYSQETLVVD
#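 Assay system – PathHunter CHO-K1 APJ (AGTRL-1) beta-arrestin reporter cells · Compound – one dose, 20 µM compound, 1% DMSO · Timing – compound 90 min 25 °C, reagent 1 h · Measured by – luminescence from split beta-galactosidase complementation, Galacton Star/Emerald II substrate · Measure – beta-arrestin recruitment to APJ as agonist activity, luminescent signal · Benchmarks – DMSO vs Apelin-13 10 nM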
# NR3A LBD binder: modulators (binders) of human NR3A ligand-binding domain; NR3A LBD differential scanning fluorimetry, Tm shift; 0% = protein alone, 100% = glycine-bound protein; Tm shift relative to glycine control, % at 25 µM; hit rate 2.5% among 340,000; AID 1259313;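 active means melting temperature shift of at least 10% of the positive control shift, at one fixed dose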
# TIM10 inh: growth inhibitors of TIM10 yeast strain. S. cerevisiae TIM10 strain growth, BacTiter-Glo luminescence, 24 h. inhibition, % at 10 µM. hit rate 1.4% among 330,000;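 active means inhibition of 40% or more at the single tested concentration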;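 further: wild-type TIM10 isogenic control strain grown at permissive 25 °C; 0% = DMSO yeast wells and 100% = minimal medium wells without yeast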
# APJ antag: antagonists of human APJ apelin receptor; P35414; CHO-K1 APJ beta-arrestin complementation, luminescence; inhibition, % at 20 µM; hit rate 0.32% among 330,000;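 active means inhibition above about 40% at 20 µM, limit read from the data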;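 further: cells challenged with 10 nM apelin-13 agonist together with compound; plate controls were apelin-13 plus DMSO wells for no effect and DMSO wells lacking apelin-13 for full effect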
# tim23-1 inh: inhibits growth of tim23-1 mutant yeast | hit rate 1.3% among 330,000 | inhibition, % at 20 µM | S. cerevisiae tim23-1 growth, BacTiter-Glo luminescence, 24 h;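 active means growth inhibition of the mutant yeast at or above 50%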;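 further: temperature-sensitive mutant grown at 25 °C; plate controls were DMSO-treated mutant yeast for no effect and medium wells lacking yeast for full effect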
# NALP3 yeast inh: NALP3 inhibition in yeast. Yeast reconstituted NLRP3/ASC/caspase-1, beta-gal luminescence, 24 h. inhibition, % at 10 µM. hit rate 0.39% among 330,000;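 active means inhibition of 50% or more; inactive means inhibition below 50%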;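 further: plate controls were induced DMSO wells for no effect and uninduced yeast grown without galactose for full effect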
# Numbers without * were called inactive; . = not tested or not shown.
# The first 5 compounds (preview)
compound	MIN6 prolif	MPTP inh	tim10-1 inh	APJ ag	NR3A LBD binder	TIM10 inh	APJ antag	tim23-1 inh	NALP3 yeast inh
COc1cc(SC#N)ccc1N=Cc1c(C)[nH]n(-c2ccc(C)c(C)c2)c1=O	-5	4.2	8	5	5	34	7	1	16
Cc1ccc(CCNS(=O)(=O)c2ccc3c(c2)C(C)(C)C(=O)N3C)cc1	-2	1.3	14	-1	-4	2	5	8	-5
O=C1CSC(c2ccccc2)N1CC12CC3CC(CC(O)(C3)C1)C2 (stereo not drawn)	-3	1.2	4	-5	-2	3	-4	11	14
COc1cc(OC)c2ccc(=O)oc2c1C(CC(=O)N1CCCC1)c1ccc(N(C)C)cc1 (stereo not drawn)	-1	-2.5	1	-4	0	7	-3	11	-11
COc1cc(/C=C/C(=O)OCC(=O)NCc2cccs2)ccc1OC(F)F	0	0.1	15	-4	-1	-1	-5	-3	-17

# The whole of this part (from the top)
compound	MIN6 prolif	MPTP inh	tim10-1 inh	APJ ag	NR3A LBD binder	TIM10 inh	APJ antag	tim23-1 inh	NALP3 yeast inh
COc1cc(SC#N)ccc1N=Cc1c(C)[nH]n(-c2ccc(C)c(C)c2)c1=O	-5	4.2	8	5	5	34	7	1	16
Cc1ccc(CCNS(=O)(=O)c2ccc3c(c2)C(C)(C)C(=O)N3C)cc1	-2	1.3	14	-1	-4	2	5	8	-5
O=C1CSC(c2ccccc2)N1CC12CC3CC(CC(O)(C3)C1)C2 (stereo not drawn)	-3	1.2	4	-5	-2	3	-4	11	14
COc1cc(OC)c2ccc(=O)oc2c1C(CC(=O)N1CCCC1)c1ccc(N(C)C)cc1 (stereo not drawn)	-1	-2.5	1	-4	0	7	-3	11	-11
COc1cc(/C=C/C(=O)OCC(=O)NCc2cccs2)ccc1OC(F)F	0	0.1	15	-4	-1	-1	-5	-3	-17
COc1nc(NCc2cccnc2)nc(NC2CCCCC2)n1	2	0.2	-15	1	0	-66	7	-444	1
CCOc1ccc2ccccc2c1CNc1nnnn1C	-2	0.2	8	-4	-1	-6	10	22	17
CC(O)c1cc2c(s1)c1cnn(Cc3ccccc3F)c(=O)c1n2C (stereo not drawn)	2	0.5	18	-2	1	7	4	10	16
O=C(N/N=C/c1ccccn1)c1ccc(S(=O)(=O)N2CCCCCC2)cc1	1	2.5	23	4	-2	9	-22	18	9
COc1ccc(NC(=O)CSc2ccc(-c3ccccn3)nn2)cc1OC	-4	2.1	7	-4	-2	16	6	5	-19
O=C(O)[C@@H](O)[C@H](O)C(=O)O	1	-0.9	0	2	-2	-9	19	0	9
Clc1ccc(-c2nnc(SCc3ccon3)o2)c(Cl)c1	-4	-1.0	9	-3	0	18	11	27	37
COCCNC(=S)NC(=O)CC12CC3CC(CC(C3)C1)C2	-5	11	15	-1	-1	15	2	40	7
Cn1c(/C=C/c2ccc(Cl)cc2)nc2ccccc2c1=O	-5	0.6	12	-4	-1	-34	2	32	36
O=C(CSc1nc2c(c(=O)n1-c1ccc(Cl)cc1)SCC2)NCc1ccco1	1	1.0	21	-5	2	13	13	14	10
CC1=C(C(=O)N(C)C)C(c2ccc(Cl)c(Cl)c2)NC(=O)N1 (stereo not drawn)	-2	-1.4	-4	-5	4	-11	4	4	9
CCOc1ccc(C2=C/C(=C/c3cccnc3)C(=O)O2)cc1	-3	1.0	25	5	-21	4	6	27	-14
O=C(COc1ccc(Cl)cc1)NCc1ccccc1	-1	0.3	1	-1	-2	-8	16	1	19
COc1cccc(NC(=O)C(Cc2ccccc2)NC(=O)C2CCC(C)CC2)c1 (stereo not drawn)	0	2.2	24	1	-9	11	1	18	10
CCn1c(SCc2ccccc2F)nnc1-c1ccncc1	0	0.6	32	-1	.	16	5	24	16
O=[N+]([O-])c1cc(Cl)ccc1Sc1cccc2cccnc12	3	-0.7	28	-1	2	31	3	22	24
CN(C)C(=O)COC(=O)c1cc(Cl)cc(Cl)c1N	0	1.9	12	-1	0	10	5	10	5
CC(=O)c1cc(C#N)c(SCCC(C)C)nc1C	4	0.6	-3	-3	1	-6	-15	2	24
CN(CCOc1ccccc1)CC(=O)Nc1ccc(S(=O)(=O)N2CCCC2)cc1	-1	2.0	8	0	0	-3	7	4	-3
CC(=O)N1CCN(c2cc(N3CCCC3)c(F)cc2[N+](=O)[O-])CC1	-1	0.0	9	-4	-2	6	18	13	12
CCCOc1ccc(C(F)(F)F)cc1NC(=O)CCc1c(C)noc1C	-3	0.5	24	-1	0	-2	1	28	21
CCC(C)N1C(=O)CCC1C(=O)N1CCN(c2ccc(F)cc2)CC1 (stereo not drawn)	-3	0.2	15	-1	0	-9	18	14	-11
Cc1[nH]c2ccc(-c3nnc(SCC(=O)c4ccc(F)cc4)o3)cc2c1C	-3	0.4	16	4	29*	39	-3	-1	6
Cn1nc(C(=O)OCC(=O)NCc2ccc(Cl)cc2)c2ccccc2c1=O	-6	-0.2	-14	-3	-2	3	-1	7	22
O=C(Oc1cc(Cl)ccc1Cl)C1=CC=CN2CCS(=O)(=O)N=C12	2	-1.4	6	-3	-3	4	13	-3	12
CCC[C@H](CN[C@@H](CNC)[C@H](C)O)NCCc1ccc(OC)cc1	0	-0.4	-3	-5	3	9	7	13	24
CC(C)C(=O)N1CCN(c2ccc(NC(=O)COc3ccccc3[N+](=O)[O-])cc2)CC1	2	1.1	9	16*	0	22	-21	20	0
CN(C)C(=O)N1CCC(C(=O)NCc2ccc(F)cc2)CC1	-1	-1.2	0	-2	4	-2	3	2	13
c1cncc(-c2nc(NCC3COc4ccccc4O3)c3ccccc3n2)c1 (stereo not drawn)	-4	0.3	12	0	-3	-57	-18	39	32
CCOc1ccccc1N1CCN(C(=S)Nc2ccc(S(=O)(=O)Nc3ncccn3)cc2)CC1	4	-1.2	10	4	10*	5	-50	2	8
CCC(=O)N1CCN(c2ccc(Cl)cc2NC(=O)c2ccc3c(c2)OCCO3)CC1	3	0.4	19	-2	2	14	11	16	4

# Full records, looked up by structure.
# `COc1cc(SC#N)ccc1N=Cc1c(C)[nH]n(-c2ccc(C)c(C)c2)c1=O` reads MIN6 prolif: -5; MPTP inh: 4.2; tim10-1 inh: 8; APJ ag: 5; NR3A LBD binder: 5; TIM10 inh: 34; APJ antag: 7; tim23-1 inh: 1; NALP3 yeast inh: 16
# `CN(CCOc1ccccc1)CC(=O)Nc1ccc(S(=O)(=O)N2CCCC2)cc1` reads MIN6 prolif: -1; MPTP inh: 2.0; tim10-1 inh: 8; APJ ag: 0; NR3A LBD binder: 0; TIM10 inh: -3; APJ antag: 7; tim23-1 inh: 4; NALP3 yeast inh: -3

# More entries follow:
compound	MIN6 prolif	MPTP inh	tim10-1 inh	APJ ag	NR3A LBD binder	TIM10 inh	APJ antag	tim23-1 inh	NALP3 yeast inh
O=C(NCCCn1ccnc1)/C(=C/c1ccccc1)NC(=O)c1ccccc1	3	6.6	5	-5	-1	10	2	4	1
CCOc1ccc(OCC)c(C2C(C#N)=C(N)N(c3cccnc3)C3=C2C(=O)CC(C)(C)C3)c1 (stereo not drawn)	-2	1.3	4	9	1	15	-7	5	-5
CC(=O)Nc1cc2c(cc1Br)OCCO2	-1	0.8	8	-7	2	-10	3	-7	3
Cc1ncc([N+](=O)[O-])n1CCOC(=O)NC(NCc1ccccc1)C(Cl)(Cl)Cl (stereo not drawn)	-1	-0.9	6	-1	1	3	9	13	19
COC(=O)c1cc(N2CCNCC2)nc2ccccc12	4	0.5	5	-4	1	3	9	-11	13
O=C(OCC(=O)N1CCCCCC1)c1cnc(Cl)c(Cl)c1	-5	0.7	-20	-1	0	-2	5	3	12
CS(=O)(=O)c1ccc(C(=O)Nc2cccc(-c3nc4ccccc4[nH]3)c2)cc1	-2	-0.9	-2	5	13*	8	7	0	7
O=c1cc(-c2ccsc2)oc2cc(-c3ccc4c(c3)OCO4)ccc12	-5	-1.0	9	-1	-3	2	-5	23	12
CCOc1ccccc1N1CC(C(=O)Nc2cccc(S(=O)(=O)N3CCCCC3)c2)CC1=O (stereo not drawn)	-2	-1.9	3	2	1	-3	-8	10	-12
Cc1cc(C)cc(NC(=O)CN(C)CC(=O)N(CC(C)C)c2c(N)n(CC(C)C)c(=O)[nH]c2=O)c1	1	0.6	-4	-1	0	14	22	8	6
Cc1ccc(Nc2cc(=O)[nH]c(=O)[nH]2)c(C)c1	-3	-3.0	1	-5	-1	-6	0	-4	1
O=C(NCCCN1CCCCCC1)c1ccc2c(Cl)c3c(nc2c1)CCCC3	-6	-0.5	17	5	-5	18	7	10	2
O=C(OCC(=O)N1CCc2ccccc21)c1ccc([N+](=O)[O-])o1	-4	-0.9	15	3	0	-47	-22	70*	10
CCOc1cc(NC(=O)CC(C)C)c(OCC)cc1NC(=O)CCn1nnc2ccccc21	0	1.3	4	-4	0	-9	5	-27	1
CC(NC(=O)C1CCN(C(=O)Nc2ccccc2)CC1)c1ccc(Cl)cc1 (stereo not drawn)	-2	-2.8	10	-1	0	3	3	20	2
CCCCn1c(N)c(N(CC(C)C)C(=O)CCNC(=O)c2ccccc2Cl)c(=O)[nH]c1=O	2	-1.1	8	2	-2	3	27	15	26
CC1Cc2ccccc2N1CC(=O)NC(=O)NC1CCCCC1 (stereo not drawn)	-4	1.3	14	-1	-1	11	4	32	13
CCOC(=O)c1cccnc1SCC(=O)Nc1ccc(C)cc1	-3	-0.3	0	-3	1	-7	5	15	19
COc1cc(/C=N/NC(=O)c2ccncc2)ccc1OCc1cnc(Cl)s1	-3	-1.1	-24	0	-11	-2	-1	-12	6
O=C1CCC2c3ccc4ccccc4c3CCN12 (stereo not drawn)	-1	0.5	27	0	0	8	-10	15	0
O=C(Nc1ccc(Cl)cc1)c1cc(-c2cccs2)on1	-5	0.4	12	2	-13	8	8	9	10
Cc1cc2ccccc2n1CCNC(=O)COc1ccccc1	-4	-0.1	17	-1	0	-1	-14	9	5
CN1CCOc2cc(S(=O)(=O)NCc3ccc(S(N)(=O)=O)cc3)ccc21	-2	-2.2	1	2	2	5	0	1	-10
Cc1noc(C)c1CSc1nnc(-c2ccncc2)n1-c1ccc(Cl)c(Cl)c1	0	-0.8	9	-1	-3	5	20	10	-8

# Records listed above marked active in APJ ag:
structure,MPTP inh,APJ ag,NR3A LBD binder,APJ antag,NALP3 yeast inh
CC(C)C(=O)N1CCN(c2ccc(NC(=O)COc3ccccc3[N+](=O)[O-])cc2)CC1,1.1,16*,0,-21,0

# High-throughput results: PubChem, Sanford-Burnham Center for Chemical Genomics
